DT40 TDP1 no CPT: qHTS for Inhibitors of human tyrosyl-DNA phosphodiesterase 1 (TDP1): qHTS in cells in absence of CPT; DT40 Tdp1-/- hTDP1 cells, no CPT, ATP luminescence, 48 h; Potency, µM (titrated, usually from 46.2 µM), for inactives: at the top dose activity change, negative = growth inhibition, actives largely listed as inhibitors; hit rate 15% among 420,000; AID 686978, 2013; note: nearly all actives have a fitted effect of over 55% in size
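Camptothecin absent (DMSO only). Human TDP1-complemented DT40 knockout cells, 400 cells/well, 37 °C for minimum 48 hr; ATP measured via CellTiter-Glo, 30 min dark incubation, luminescence.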
DT40 TDP1 CPT: growth inhibition of DT40 Tdp1-/-;hTDP1 cells with camptothecin (screen for TDP1 inhibitors); chicken DT40 Tdp1-/-;hTDP1 cells + 20 nM CPT, ATP luminescence, 48 h; hit rate 12% among 420,000; Potency, µM (titrated, usually from 46.2 µM), without a hit: at the top dose activity change, negative = growth inhibition, most hits filed as inhibitors; note: nearly all actives have a fitted effect of over 55% in size
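Chicken DT40 Tdp1-/- cells stably complemented with human TDP1 were seeded at 400 cells/well in medium containing 20 nM camptothecin, exposed to pin-transferred compounds, and grown at 37 °C for at least 48 hr. Viability was read as ATP luminescence.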
KAT2A inh: blocks human GCN5L2 histone acetyltransferase | AID 504327 | GCN5L2 HAT assay, ThioGlo1 CoA-SH fluorescence | hit rate 0.21% among 390,000 | Q92830 | Potency, µM (top dose mostly 58.9 µM), for inactives: at the highest dose activity change, negative = inhibition, actives largely listed as inhibitors
Target sequence (Q92830 whole entry, looked up): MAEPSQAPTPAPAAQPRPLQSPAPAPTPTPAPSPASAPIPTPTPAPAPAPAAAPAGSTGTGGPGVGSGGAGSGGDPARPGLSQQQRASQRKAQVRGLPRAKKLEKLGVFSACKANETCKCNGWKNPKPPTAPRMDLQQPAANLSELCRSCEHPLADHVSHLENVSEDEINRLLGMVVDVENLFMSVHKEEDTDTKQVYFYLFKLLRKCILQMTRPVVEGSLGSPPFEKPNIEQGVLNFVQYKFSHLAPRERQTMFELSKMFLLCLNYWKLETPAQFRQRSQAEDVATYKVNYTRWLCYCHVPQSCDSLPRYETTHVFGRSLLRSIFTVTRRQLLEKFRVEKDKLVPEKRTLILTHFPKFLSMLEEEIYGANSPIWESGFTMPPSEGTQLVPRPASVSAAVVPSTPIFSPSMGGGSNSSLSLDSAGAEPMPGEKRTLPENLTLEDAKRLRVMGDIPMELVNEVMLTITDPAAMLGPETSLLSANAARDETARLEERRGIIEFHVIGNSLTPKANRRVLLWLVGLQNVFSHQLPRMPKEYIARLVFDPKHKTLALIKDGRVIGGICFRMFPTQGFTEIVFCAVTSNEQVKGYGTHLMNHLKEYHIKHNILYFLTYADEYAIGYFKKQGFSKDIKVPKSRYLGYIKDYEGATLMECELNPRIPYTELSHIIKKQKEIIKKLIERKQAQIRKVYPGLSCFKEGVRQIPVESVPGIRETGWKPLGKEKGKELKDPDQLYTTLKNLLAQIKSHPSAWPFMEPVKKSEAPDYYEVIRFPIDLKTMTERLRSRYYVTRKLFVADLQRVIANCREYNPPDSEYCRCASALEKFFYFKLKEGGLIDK
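Titration-based screen in which CoA formation is detected via maleimide probe ThioGlo1 (50uM) turning fluorescent on thiol reaction; substrates H3(1-25) 75uM and acetyl-CoA 70uM, GCN5L2 20nM, 20 min incubation at room temperature.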
Numbers without * were called inactive; ? = inconclusive; / = not tested or not shown; [ ] = another dose, or the depositor's remark. Calls come from the whole dose curve; as a rule, active = well fitted curve in the direction sought with a large enough effect; inconclusive = small, poorly fitted or top-dose-only effect, or another doubt; inactive = no such curve, though single readings can be large; an effect the other way counts as inactive or inconclusive. % is set by controls: 0 for no effect and ±100 for the full control effect; potency is the fitted concentration of half-maximal effect.

Molecule	KAT2A inh	DT40 TDP1 no CPT	DT40 TDP1 CPT
O=C(CSc1nnc(-c2ccncc2)o1)NCc1ccc(Cl)cc1	-0.7%	-3.3%	-5.4%
Cc1ccc(N(C(=O)C2CCC(=O)N2)C2(C(=O)NC3CCCCC3)CCCCC2)cc1 (centres undefined)	-10.6%	0.6%	-1.6%
O=C(Cn1c(-c2ccccn2)nc2ccccc21)N/N=C/c1cccnc1	-2.0%	?	-5.7%
CNC(=O)c1sccc1Oc1ccc(F)cc1[N+](=O)[O-]	-7.0%	8.8%	13.6%
CCSC(C)CC1CC(=O)CC(=O)C1 (centres undefined)	-10.8%	-7.4%	-4.2%
COc1ccc(C(=O)NC(=O)NC2(C(Cl)(Cl)Cl)OCCO2)cc1	-3.6%	6.0%	-13.7%
CCOc1nc(NC2CCCCC2)nc(NC(C)(C)C)n1	-7.4%	?	-22.5%
Cc1cc(C)c(C#N)c(SCCN2CCOCC2)n1	-9.6%	12.4%	27.9%
O=C(CN1CCC(Cc2ccccc2)CC1)NCCc1ccc(F)cc1	0.8%	-28.2%	1.7%
Clc1ccc(Cn2nnc(-c3ccc(N4CCOCC4)cc3)n2)cc1	-0.6%	?	?
CCOCc1nnc(NS(C)(=O)=O)s1	-5.0%	6.6%	-0.3%
CC(C)(C)c1ccc(Oc2nc3ccccn3c(=O)c2/C=C(\C#N)c2nc3ccccc3[nH]2)cc1	8.4%	-2.7%	1.5%
Cc1onc(-c2ccccc2Cl)c1-c1nc(-c2ccncc2)no1	-3.1%	?	?
Cc1c(C(C)NC(=O)c2cc(COc3cccc4cnccc34)on2)cnn1C (centres undefined)	-7.0%	13µM*	23.1µM*
Cc1nc2ccccn2c1C(=O)NNC(=O)Nc1ccccc1	1.6%	3.8%	-8.5%
CNc1ccccc1C(C)(C)c1cc(C)[nH]n1	-11.5%	?	16.4µM*
CC(C)CCNC(=O)C(c1ccc(O)cc1)N(Cc1cccs1)C(=O)C1COc2ccccc2O1 (centres undefined)	-9.4%	16.4µM*	23.1µM*
COc1ccc(N2CCN(C(=O)CSc3nnc(Cn4nnc5ccccc54)n3C)CC2)cc1	-0.4%	-17.5%	-0.5%
Cc1ccc2nc(N)nnc2c1	/	0.517µM*	?
CCNc1ncc2nc(-c3cc(F)cc(F)c3)c(=O)n(CCOC)c2n1	-20.5%	-5.0%	-14.8%
Cc1ccccc1NC(=O)CCn1nc(-c2ccccc2)c2ccccc2c1=O	-4.4%	?	?
COc1ccccc1C(C)NCC(=O)c1c(C)[nH]c2ccccc12 (centres undefined)	/	17.8µM*	11.2µM*
CCc1ccc(C2c3c(oc4ccc(F)cc4c3=O)C(=O)N2CCc2ccc(OC)cc2)cc1 (centres undefined)	-7.0%	?	?
Cc1ccc(NC(=O)C2CCN(c3ncnc4c3nc3n4CCCCC3)CC2)cc1Cl	-2.0%	?	?
Cc1ccc(S(=O)(=O)Nc2cc3c(C(=O)OCc4ccccc4)c(C)oc3c3ccccc23)cc1	1.5%	?	?
O=C(Nc1ccc(Cc2ccncc2)cc1)c1ccc(S(=O)(=O)N2CCOCC2)cc1	?	18.4µM*	?
CC(=O)Nc1c(Cl)c(Cl)c2c(c1Cl)C(=O)c1cc(Cl)ccc1-2	/	?	?
COC(c1ccc(Cl)cc1)(c1ccc(Cl)cc1)C(Oc1nc(C)cc(C)n1)C(=O)O (centres undefined)	0.0%	14.6µM*	?
O=C(N/N=C/c1c(Cl)cccc1Cl)C(=O)NC1CC1	-5.6%	-0.5%	-13.9%
CC(C)COc1ccc(C(=O)N/C(=C\c2cccc([N+](=O)[O-])c2)C(=O)O)cc1	0.9%	-1.9%	0.3%
C=CCCN(Cc1ccccc1)S(=O)(=O)c1ccccc1Br	-8.9%	-24.9%	-27.8%
Nc1ccc(Cl)cc1/C(=N/O)c1ccccc1	-4.8%	-15.8%	-0.8%
C=CCNC(=S)Nc1ccc2nc(C)c(C)nc2c1	68.8%[activator]	18.4µM*	?
COC(=O)c1ccc(NC(=O)C(OC)c2ccccc2)cc1 (centres undefined)	3.2%	2.3%	3.4%
O=C(Nc1cccc(Cl)c1)N1CCSc2cc(Cl)ccc21	-3.6%	?	-18.3%
O=C(NCc1ccc(Cl)cc1)NCC(F)(F)F	2.1%	-9.4%	-14.1%
Cc1ccc(S(=O)(=O)NCCC(=O)NNC(=O)C2COc3ccccc3O2)cc1 (centres undefined)	0.5%	-20.6%	-4.1%
Cc1ccc(S(=O)(=O)N2c3ccccc3NC(=O)C2CC(=O)Nc2ccccc2)cc1 (centres undefined)	-1.8%	?	-21.3%
COc1ccc(/C=C/C(=O)OCC(=O)Nc2ccc(Cl)cn2)cc1	-6.6%	-19.0%	3.6%
COc1ccc(N2C(=O)C3NN=C(C(=O)OCc4ccccc4)C3C2=O)cc1 (centres undefined)	3.1%	6.7%	1.5%
O=C(COc1ccc(Cl)cc1Cl)Nc1cccc2cccnc12	1.2%	-16.9%	-25.1%
CCOC(=O)Cc1csc(NC(=O)CSc2nnnn2-c2ccc(C)cc2C)n1	-2.3%	?	-20.7%
Cc1ccc(C(=O)Nc2cc3c(oc2=O)CCCC3=O)cc1	-10.2%	-2.1%	0.1%
O=C(CSc1nnc(-c2ccc(Cl)cc2Cl)n1C1CCCCC1)N1CCCC1	-6.1%	20.6µM*	23.1µM*
O=C(CSc1ncnc2nc[nH]c12)NCCc1ccccc1	0.2%	1.6%	-0.8%
Cc1ccc(CNC(=O)CCNS(=O)(=O)c2ccc3c(c2)c(=O)n(C)c(=O)n3C)cc1	-12.8%	-14.5%	-4.1%
O=C(CSc1n[nH]c(-c2ccccc2O)n1)NC1CCCCC1	-2.6%	-31.8%	-8.1%
O=C(CCN1C(=O)S/C(=C\c2ccc(Cl)cc2)C1=O)Nc1ccc(C(=O)O)cc1	?	-27.3%	-1.9%
COc1ccc(C2c3ccc4ccccc4c3Oc3ncn(Cc4ccco4)c(=N)c32)cc1OC (centres undefined)	-8.1%	16.4µM*	23.1µM*
COc1ccccc1C(=O)NC(=O)Cn1nc(C)c([N+](=O)[O-])c1C	-12.0%	5.0%	-8.8%
Cc1cc(C(=O)NC(C)c2ccncc2)no1 (centres undefined)	0.8%	-21.5%	-10.6%
Cc1nn(-c2ccccc2)c(C)c1NC(=O)COC(=O)[C@@H](NC(=O)c1ccccc1)C(C)C	?	-13.7%	-3.6%
CCOc1cc(/C=N/NC(=O)C(=O)NC)cc(Br)c1O	-6.9%	-2.8%	0.9%
O=C(COc1ccccc1[N+](=O)[O-])NCCCN1CCCC1=O	0.8%	8.2%	1.4%
N#CCCn1cc(/C=C2\NC(=S)N(c3ccccc3)C2=O)c(-c2ccc(F)cc2)n1	-12.0%	-5.4%	?
Cc1ccsc1/C=N/N1CCN(c2ccccc2)CC1	0.2%	-14.8%	-18.4%

Single entries from the list:
COc1ccc(C2c3ccc4ccccc4c3Oc3ncn(Cc4ccco4)c(=N)c32)cc1OC (centres undefined) in DT40 TDP1 CPT → 23.1µM*
Cc1cc(C(=O)NC(C)c2ccncc2)no1 (centres undefined) in DT40 TDP1 no CPT → -21.5%
COc1ccccc1C(=O)NC(=O)Cn1nc(C)c([N+](=O)[O-])c1C in KAT2A inh → -12.0%

Next part.
Molecule	KAT2A inh	DT40 TDP1 no CPT	DT40 TDP1 CPT
CC(C)N(C(=O)COC(=O)c1ccc(Cl)nc1)C(C)C	-2.3%	11.9%	11.6%
O=S(=O)(Nc1nccs1)c1ccc(NCc2cc(Br)cc(Br)c2O)cc1	-20.6%	-12.4%	1.8%
COc1ccc(N(CC(=O)NC2CCCC2)C(=O)CCC(=O)Nc2cc(C)on2)c(OC)c1	-4.1%	?	-28.8%
Cc1ccn2c(=O)c(C(=O)NCCCN3CCCC3=O)c(O)nc2c1	-0.7%	9.1%	8.7%
CCn1c(=O)[nH]c2ccccc2c1=O	-1.3%	1.0%	4.3%
CC(C)CCNC(=O)c1cc(Sc2ccc(F)cc2F)nc2ccccc12	1.4%	?	?
Clc1ccc2c(c1)-c1ccccc1C1=NCCN12	/	1.64µM*	-104.9%
CCOC(=O)c1[nH]c2ccccc2c1N=C(C)N(CC)CC	0.6%	-10.8%	1.5%
COc1cccc(CCc2nnc(CCC(=O)N3CCCC3c3nccs3)o2)c1 (centres undefined)	-11.0%	-1.1%	-0.1%
Cc1cc(C)c(NC(=O)c2ccc3c(c2)NC(=O)C(C)S3)c(C)c1 (centres undefined)	7.1%	-15.4%	-28.8%
Cc1cccc2c1N(CCOc1ccccc1)C(=O)C2=O	-24.4%	1.3µM*	2.06µM*
Cc1ccc(OCCCn2c(-c3ccc(Cl)cc3)nc3ccccc3c2=O)c(C)c1	-5.6%	0.0%	-1.6%
O=C(CCc1nc2ccccc2[nH]1)N1CCN(C(=O)c2ccco2)CC1	0.5%	0.4%	-13.6%
COc1ccc(/C=N/Nc2ccc(C(=O)O)cc2)c(OC)c1OC	1.7%	14.1%	-6.9%
O=c1[nH]c(=O)n(Cc2ccco2)c2c1C(C(F)(F)F)(C(F)(F)F)N=C(c1ccc(F)cc1)N2	-5.8%	6.51µM*	11.6µM*
O=C(NCCCN1CCOCC1)c1ccc(Sc2ccc(Br)cc2)c([N+](=O)[O-])c1	-7.9%	10.3µM*	6.51µM*
O=C(NCc1ccccc1Cl)c1ccc2c(c1)SC1=NS(=O)(=O)CCN12	-3.3%	?	?
CCOc1ccc(N2C(=O)C3C(c4ccccc4)=NN(c4ccccc4)C3C2=O)cc1 (centres undefined)	-26.0%	-5.1%	-3.2%
CCC(CC)NC(=O)COc1ccc(OC)cc1C=O	-1.4%	-22.2%	11.0%
CCN(CC)C(=O)Cn1c(=O)n(CCCCCC(=O)NCc2ccc(C)cc2)c(=O)c2sccc21	-2.8%	-25.4%	2.2%
Cc1ccc(S(=O)(=O)c2nnn3c2nc(N2CCOCC2)c2sccc23)cc1C	-7.1%	?	?
O=C1C(C=NC2CC2)=C(O)c2ccccc21	-3.4%	-2.6%	-14.6%
O=S(=O)(/C=C/c1ccccc1)N1CCC(n2c(C3CCCO3)nc3cccnc32)CC1 (centres undefined)	/	-14.8%	10.9%[9.04 µM]
CN(C(=O)c1ccccc1C(=O)OCC(=O)NCc1cccs1)C1CCCCC1	-6.6%	-14.8%	3.0%
CC(C)Cn1c(SCC(=O)NCc2ccc(Cl)cc2)nnc1-c1cccc(S(=O)(=O)N2CCOCC2)c1	1.0%	20.6µM*	?
CCN(CC)c1ccc(C(NC(C)=O)NC(C)=O)cc1	-4.0%	7.6%	4.8%
CCOc1ccc(/C=N/NC(=O)c2nnn(-c3nonc3N)c2CN2CCC(C)CC2)cc1	-18.0%	?	-22.1%
COc1cc2c(cc1NC(=O)COC(=O)c1ccc(C(C)(C)C)cc1)oc1ccccc12	-4.5%	-7.3%	-1.3%
COc1ccc(N2CCN(S(=O)(=O)c3c(C)nc4sc(C)cn4c3=O)CC2)cc1	-5.0%	-12.9%	-8.7%
Cc1oc2ccc(OC(=O)COc3c(F)c(F)c(F)c(F)c3F)cc2c1C(=O)OC(C)C	-10.9%	?	?
CC(C)c1cc(C(=O)O)c2ccccc2n1	15.8%	28.5%	-7.0%
CCOC(=O)C1=C(C)Nc2ncnn2C1c1c[nH]c2ccccc12 (centres undefined)	-7.4%	2.7%	1.7%
O=C(CSc1nc2cc(C(=O)NC3CCCC3)ccc2c(=O)n1CC1CCCO1)c1cccc(Cl)c1 (centres undefined)	-3.2%	23.1µM*	20.6µM*
CCOC(=O)C1C(c2ccc(O)cc2)NC(=O)NC1(O)C(F)(F)F (centres undefined)	-2.5%	16.9%	-3.0%
Cc1nc(C(F)(F)F)ccc1C(=O)N1CCC1(C)C(=O)NS(=O)(=O)c1ccc2c(c1)CCO2 (centres undefined)	/	6.6%	8.3%
Cc1ccc(C)c(OCCC(=O)OC(C)C(=O)Nc2c(C)n(C)n(-c3ccccc3)c2=O)c1 (centres undefined)	-6.0%	-6.4%	-6.1%

Ordered by length of the SMILES (low to high): part of the list above
Molecule	KAT2A inh	DT40 TDP1 no CPT	DT40 TDP1 CPT
CC(C)c1cc(C(=O)O)c2ccccc2n1	15.8%	28.5%	-7.0%
CCOC(=O)C1C(c2ccc(O)cc2)NC(=O)NC1(O)C(F)(F)F (centres undefined)	-2.5%	16.9%	-3.0%
O=C(CSc1nc2cc(C(=O)NC3CCCC3)ccc2c(=O)n1CC1CCCO1)c1cccc(Cl)c1 (centres undefined)	-3.2%	23.1µM*	20.6µM*

Screening results (PubChem BioAssay)
